High-throughput results as filed in PubChem.
Wnt bcat act – Wnt/beta-catenin pathway activation. Wnt/beta-catenin reporter cell assay, activator, plate reader. activation, % at 9.35 µM. hit rate 1.2% among 300,000. AID 743398; in the data active means activation above about 30%, passing the limit was not always enough; inconclusive means no clear call, values can overlap the other calls;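 further: 0% = neutral control wells and 100% = positive control wells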
SR-BI uptake up – SR-BI HDL lipid transfer activation; CHO ldlA[mSR-BI] cells, DiI-HDL uptake fluorescence, 3 h; 100 = double the neutral-control signal; activation, % at 12.5 µM; hit rate 0.096% among 320,000; AID 504775;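 active means mean replicate activation of at least 60% and every replicate at or above 60%; inconclusive means mean or all-replicate condition met, but not both; inactive means mean below 60% and not all replicates reaching 60%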;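 further: 0% = median plate neutral-control signal and 100% = twice that signal; values of inactives mirror those of a sister screen read the other way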
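System: LDL receptor-deficient CHO ldlA cells overexpressing murine SR-BI | Timing: 3 h uptake period with compound, 37 °C | Medium: HEPES-buffered (25 mM, pH 7.4) F12 plus 0.5% BSA | Dosing: Single-point compound dose | Signal: Bottom-read fluorescence, 550/595 nm | Read-out: Retained DiI signal reflecting DiI-HDL uptake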
CAL PDZ FP-1 – blocks peptide binding to human CAL PDZ domain; purified CAL PDZ, TMR-peptide fluorescence polarization, 1 h; inhibition, % at 20 µM; hit rate 0.02% among 330,000; AID 504414;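 active means highest replicate inhibition of at least 40%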;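 further: plate controls were DMSO neutral control wells for no effect and unlabeled competitor peptide control wells for full effect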
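Test system: purified CerCALP PDZ construct; Compound dosing: one concentration, 20 µM compound; Also added: TMR-labelled reporter peptide T*-PRC34 bound in PDZ groove; Read-out: inhibition from polarization loss; Controls: unlabelled peptide and DMSO controls; Signal: FP readout, S and P plane fluorescence; Incubation: 1 h at RT.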
Tat export inh – E. coli Tat transport inhibition; AID 488895; E. coli MC4100 TorA-mCherry Tat export, fluorescence; inhibition, % at 10 µM; hit rate 0.036% among 340,000;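 active means mean replicate inhibition at least 50% and at least half of replicates individually reaching 50%; inconclusive means only one of the two criteria met; inactive means neither criterion met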;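 further: exported cargo escapes ClpAP degradation while cytoplasmic cargo is degraded and loses fluorescence; 0% = median of neutral control wells and 100% = median of NaSCN control wells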
MITF act – activators of MITF-driven TRPM1 promoter activity in SK-MEL-5 cells; activation, % at 12.5 µM; hit rate 0.75% among 300,000; SK-MEL-5 TRPM1-promoter luciferase, 24 h; % of positive control, neutral wells = 0;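 active means mean activation of at least 80% with every replicate also reaching 80%; inconclusive means mean reaches 80% but some replicate falls short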;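 further: 0% = neutral control wells and 100% = parthenolide positive control wells; values of inactives mirror those of a sister screen read the other way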
E coli growth – reduces bacterial viability in AddAB counter-screen. inhibition, % at 11.9 µM. E. coli V3065 growth, OD600 absorbance, 18 h. hit rate 0.27% among 330,000;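 active means inhibition above the campaign's mean inhibition across all tested compounds plus 3 SD, cut at about 9.9% in these data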;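 further: uninfected addAB+ strain grown without phage in ampicillin broth; 0% = DMSO wells and 100% = ciprofloxacin 0.95 µg/ml wells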
SR-BI DiI inh – blocks mouse SR-BI lipid uptake from DiI-HDL; Q61009; ldlA[mSR-BI] CHO cells, DiI-HDL uptake fluorescence, 3 h; inhibition, % at 12.5 µM; hit rate 0.96% among 320,000; AID 488896;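 active means mean replicate inhibition of at least 70% and a set share of replicates each scoring 70 or more; inconclusive means meets just one of the two criteria; inactive means fails both criteria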;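 further: 0% = median of neutral control wells and 100% = median of positive control wells; values of inactives mirror those of a sister screen read the other way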
Target sequence (Q61009 whole entry, looked up): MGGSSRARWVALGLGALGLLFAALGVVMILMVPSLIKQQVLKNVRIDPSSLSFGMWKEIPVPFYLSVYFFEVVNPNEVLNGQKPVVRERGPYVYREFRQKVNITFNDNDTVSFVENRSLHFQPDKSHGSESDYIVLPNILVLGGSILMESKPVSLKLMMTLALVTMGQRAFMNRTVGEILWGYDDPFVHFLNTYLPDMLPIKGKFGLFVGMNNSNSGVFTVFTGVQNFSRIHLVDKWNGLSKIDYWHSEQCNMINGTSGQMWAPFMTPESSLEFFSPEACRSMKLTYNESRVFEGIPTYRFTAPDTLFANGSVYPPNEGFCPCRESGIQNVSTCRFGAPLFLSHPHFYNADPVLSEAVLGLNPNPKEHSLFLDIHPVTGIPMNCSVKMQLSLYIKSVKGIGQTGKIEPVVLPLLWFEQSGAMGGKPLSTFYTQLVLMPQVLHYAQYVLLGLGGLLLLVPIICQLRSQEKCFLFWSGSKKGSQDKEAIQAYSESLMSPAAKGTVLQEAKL
CAL PDZ FP-2 – inhibitors of human CAL PDZ peptide binding; Q9HD26; purified CAL PDZ, TMR-peptide fluorescence polarization, 1 h; inhibition, % at 24.9 µM; hit rate 0.92% among 300,000; AID 602252;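 active means mean inhibition of at least 30% with at least half of replicates also reaching 30%; inconclusive means no clear call, values can overlap the other calls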;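 further: 0% = DMSO neutral control and 100% = excess unlabeled competitor peptide PRC23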
phage Ecoli inh – E. coli growth loss with phage present; inhibition, % at 11.9 µM; growth absorbance; hit rate 0.26% among 360,000; AID 651602; in the data active means inhibition above about 11%
AddAB inh – less growth of phage-infected E. coli with AddAB. E. coli expressing H. pylori AddAB, absorbance growth. AID 435030. hit rate 0.29% among 330,000. inhibition, % at 11.9 µM; in the data active means inhibition above about 12%;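 further: 0% = vehicle wells of infected cells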
Numbers without * were called inactive; ? = inconclusive; nt = no result given. This is a random part of the collection (roughly 3.6% active in at least one column).

SMILES	Wnt bcat act	SR-BI uptake up	CAL PDZ FP-1	Tat export inh	MITF act	E coli growth	SR-BI DiI inh	CAL PDZ FP-2	phage Ecoli inh	AddAB inh
CC1(NC(=O)Cc2csc(-c3ccc(Cl)cc3)n2)CCS(=O)(=O)C1 (stereo not drawn)	-4	-3	-0.3	0	-9	-0.1	3	-1	0.6	0.3
COc1ccc(NC(=S)Nc2ccc(N(C)C(C)=O)cc2)cc1	2	-8	0.1	-14	13	-1.1	8	nt	2.2	3.4
CCn1cc(C(=O)NCCCN2CCCC(C)C2)c(=O)c2cc(S(=O)(=O)N3CCOCC3)ccc21 (stereo not drawn)	0	9	-0.8	-11	7	0.9	-9	1	1.3	2.5
O=C(NC1CCCCC1)C(c1ccc(O)cc1)N(CC1CCCO1)C(=O)C1COc2ccccc2O1 (stereo not drawn)	-4	6	-1.0	3	3	-2.3	-6	-16	2.6	0.6
O=C(CCN1C(=O)c2ccccc2C1=O)Nc1ccccc1C(=O)N1CCOCC1	1	-13	-1.1	-11	-13	1.4	13	0	2.8	1.3
C=CCc1c(C)nc2c(C)cccc2c1SC(=N)N	3	5	0.8	-14	nt	-3.0	-5	-3	3.3	1.3
CC(C)(C)C(=O)CC(=O)Nc1ccc(Cl)c(N)c1	-4	-1	-3.4	-8	37	-0.5	1	-3	2.8	1.2
O=C(NCCc1c[nH]c2ccccc12)c1cccc(S(=O)(=O)Nc2ccccc2Cl)c1	-2	12	-0.7	6	-20	1.6	-12	-6	2.8	5.5
CCn1c(SCC(=O)Nc2ccccc2)nc2nc3c(cc2c1=O)COC(C)(C)C3	1	nt	nt	nt	nt	-1.3	nt	nt	2.7	1.0
COCCCn1c(SCC(=O)Nc2cccc(C)n2)nnc1-c1ccco1	-4	15	-0.6	-14	-3	0.1	-15	0	2.7	4.2
CC1CCN(C(=O)Cn2cnc3c2c(=O)n(C)c(=O)n3C)c2ccccc2S1 (stereo not drawn)	-4	5	-1.5	-4	-10	0.1	-5	-1	1.3	1.3
COc1ccc(C(=O)C[n+]2ccc(C)cc2)cc1	nt	-9	0.5	-7	1	0.3	9	1	1.8	-1.0
COCCNC(=S)N1CCN(Cc2cccc(OC)c2)CC1	-3	20	-0.1	-4	-17	-0.5	-20	-2	4.1	1.6
CCN(CC(=O)NCc1cccs1)C(=O)COc1ccccc1C#N	5	2	0.1	-4	-14	-0.2	-2	-5	1.5	-0.8
CN(C)CCOC(=O)C12CC3(C)CC(C)(CC(C)(C3)C1)C2	-1	10	-0.6	3	4	-0.3	-10	-5	1.8	1.5
CC(C)NC(=O)c1ccc(C2SCC(=O)N2Cc2ccccc2)cc1 (stereo not drawn)	nt	-33	-2.2	4	4	0.1	33	0	-0.4	-0.4
O=C(c1cccc2ccccc12)C1CCCN(C(=O)C2CCOCC2)C1 (stereo not drawn)	4	nt	-0.1	14	4	-2.6	nt	-4	0.6	0.4
CCc1nc2ccc(C)cc2c(C(=O)Oc2cccc3cccnc23)c1C	nt	-33	-1.5	-6	nt	-1.1	33	2	3.0	-0.3
CCC(C)NC(=O)c1ccccc1-c1nc2ccccc2[nH]1 (stereo not drawn)	3	3	-0.3	9	6	-0.9	-3	-6	4.6	-1.2
O=C1c2cccc(OCC(=O)N3N=C(c4cccs4)CC3c3ccc(F)cc3)c2CCN1Cc1ccccc1 (stereo not drawn)	-3	-13	-0.5	5	-12	-1.6	13	-1	3.1	3.0
CN(CCC#N)S(=O)(=O)c1ccc2[nH]cc(C(=O)NCCc3ccccc3)c(=O)c2c1	-1	-25	-1.6	-6	-10	-0.3	25	-3	2.1	4.5
FC(F)(F)c1cccc(CN2CCSCC2)c1	0	2	-1.7	-3	6	0.3	-2	1	0.8	1.6
CCOC(=O)c1sc(=S)n(-c2ccccc2)c1SC	nt	-7	-1.1	2	4	-2.1	7	nt	1.6	0.3
Cc1ccc(NC(=O)c2cc(S(=O)(=O)N3CCOCC3)ccc2Cl)cc1S(=O)(=O)N1CCOCC1	-3	14	-0.7	2	6	nt	-14	-1	3.7	nt
CCS(=O)CC(=O)Nc1c(-c2ccccc2)oc2ccccc2c1=O (stereo not drawn)	1	nt	nt	nt	nt	-1.6	nt	nt	0.4	1.0
COc1ccc(-c2noc(-c3ccc(Cl)cc3[N+](=O)[O-])n2)cc1OC	21	8	-0.1	9	71	0.4	-8	1	1.2	4.6
Clc1ccc(OCCN2CCCCC2)cc1Cl	nt	29	0.2	-4	2	0.9	-29	6	2.0	3.2
COC(=O)[C@@H](Cc1ccccc1)NC(=O)CC[C@H]1O[C@@H](n2cc(C)c(=O)[nH]c2=O)C[C@@H]1O	0	4	0.3	-3	-8	nt	-4	-6	2.2	nt
Cc1ccccc1NC(=O)c1ccc(S(=O)(=O)C(F)F)cc1	1	3	-2.3	8	22	0.2	-3	-1	-2.5	5.5
COc1cccc(-c2noc(C3CCCN(C(=O)Cc4ccccc4)C3)n2)c1 (stereo not drawn)	-4	14	-1.1	-2	15	-0.7	-14	-3	3.6	0.2
O=C(Nc1cccc(Cl)c1)OCc1ccccn1	?	6	-1.0	-8	52	0.1	-6	-8	1.7	1.6
COc1ccc(C(CNC(=O)C(=O)Nc2ccc3c(c2)OCO3)N2CCN(C)CC2)cc1 (stereo not drawn)	-4	-1	-1.0	-3	9	0.7	1	4	0.5	-2.0
COC(=O)c1cc2ccsc2n1CC(=O)Nc1cc(C)cc(C)c1	nt	5	-1.1	-1	5	-0.9	-5	-3	0.7	1.8
Cc1ccc(C(=O)Oc2ccc([N+](=O)[O-])cc2)cc1S(=O)(=O)N1CCCCCC1	-4	32	-0.8	-5	13	-1.3	-32	-2	1.0	-0.3
CCCCNC(=O)NC1CCCC1	0	34	-0.9	-26	-11	-3.5	-34	nt	1.5	-2.4
O=C1CCCc2c1nc(-c1ccccc1)n2O	-2	15	0.2	-12	10	-1.2	-15	nt	nt	0.3
O=C(NC1CCCC1)C(c1ccncc1)N(C(=O)c1csnn1)c1ccc(F)c(Cl)c1 (stereo not drawn)	-3	nt	-4.0	-3	-10	0.6	nt	nt	0.6	4.2
Cn1c(CCCOc2ccc(Cl)cc2Cl)nnc1SCC(=O)Nc1cccc(F)c1	3	26	-0.2	-4	14	-0.4	-26	nt	3.5	0.7
COc1ccc(C2CC(c3ccccc3)=NN2S(=O)(=O)c2ccccc2)c(OC)c1 (stereo not drawn)	nt	-20	-1.7	2	-9	0.7	20	7	4.5	3.5
COc1cccc(-c2nnc(SCC(=O)N(C(C)C)C(C)C)o2)c1	50*	-3	-3.7	0	24	-1.4	3	-1	-1.6	0.3

The last 2 entries of the part above open the next one.
SMILES	Wnt bcat act	SR-BI uptake up	CAL PDZ FP-1	Tat export inh	MITF act	E coli growth	SR-BI DiI inh	CAL PDZ FP-2	phage Ecoli inh	AddAB inh
COc1ccc(C2CC(c3ccccc3)=NN2S(=O)(=O)c2ccccc2)c(OC)c1 (stereo not drawn)	nt	-20	-1.7	2	-9	0.7	20	7	4.5	3.5
COc1cccc(-c2nnc(SCC(=O)N(C(C)C)C(C)C)o2)c1	50*	-3	-3.7	0	24	-1.4	3	-1	-1.6	0.3
O=C(/C=C/c1cccs1)c1cc(Cl)ccc1O	-1	38	-0.7	7	8	1.0	-38	nt	2.8	2.2
Cn1c(=O)[nH]c(=O)c2c1nc(OC(=O)c1ccccc1)n2CC(O)COc1ccc(F)cc1 (stereo not drawn)	nt	0	-1.3	7	16	nt	0	nt	3.9	nt
C=CCOc1ccc(C2N3CC4(CC)CN2CC(CC)(C3)C4=O)cc1 (stereo not drawn)	nt	5	nt	6	2	-0.3	-5	-7	3.3	5.5
C=CCN1C(=NC(=O)CCCC(=O)O)SC2CS(=O)(=O)CC21 (stereo not drawn)	nt	-2	-0.7	4	-11	1.0	2	-7	1.7	-1.9
CC(C)CNC(=S)NNC(=O)c1ccc(OC(F)F)cc1	nt	23	-2.9	1	10	3.2	-23	-3	0.9	1.0
Cc1cc(N2CCN(c3ccccc3)CC2)nc2ccccc12	4	-2	nt	-4	8	2.3	2	62*	1.1	1.6
NC(=O)CC(NC(=O)c1cccc(Br)c1)c1ccc(N2CCN(c3ccccn3)CC2)c([N+](=O)[O-])c1 (stereo not drawn)	-4	-9	0.6	6	1	-3.5	9	4	2.5	1.1
CC(C)Cn1c(SCC(=O)Nc2ccc3[nH]c(=O)[nH]c3c2)nc2ccccc2c1=O	-1	7	-1.9	-12	5	2.0	-7	-4	4.1	3.4
O=S(=O)(NCc1cccnc1)c1ccc(Br)s1	nt	-12	-1.1	3	2	0.8	12	0	4.4	0.5
O=C(Nc1cc2c(cc1Br)OCCCO2)c1ccccc1	52*	-39	-0.8	-2	46	-0.5	39	nt	2.7	2.0
Cc1ccc(-c2c(C#N)c(N)n(-c3ccc(C)cc3)c(=O)c2C#N)cc1	-1	-17	-0.9	3	nt	-1.7	17	-2	2.2	1.1

Grouped by structure: the entries above containing an aryl methoxy group (8)
SMILES	Wnt bcat act	SR-BI uptake up	CAL PDZ FP-1	Tat export inh	MITF act	E coli growth	SR-BI DiI inh	CAL PDZ FP-2	phage Ecoli inh	AddAB inh
COc1ccc(NC(=S)Nc2ccc(N(C)C(C)=O)cc2)cc1	2	-8	0.1	-14	13	-1.1	8	nt	2.2	3.4
COc1ccc(C(=O)C[n+]2ccc(C)cc2)cc1	nt	-9	0.5	-7	1	0.3	9	1	1.8	-1.0
COCCNC(=S)N1CCN(Cc2cccc(OC)c2)CC1	-3	20	-0.1	-4	-17	-0.5	-20	-2	4.1	1.6
COc1ccc(-c2noc(-c3ccc(Cl)cc3[N+](=O)[O-])n2)cc1OC	21	8	-0.1	9	71	0.4	-8	1	1.2	4.6
COc1cccc(-c2noc(C3CCCN(C(=O)Cc4ccccc4)C3)n2)c1 (stereo not drawn)	-4	14	-1.1	-2	15	-0.7	-14	-3	3.6	0.2
COc1ccc(C(CNC(=O)C(=O)Nc2ccc3c(c2)OCO3)N2CCN(C)CC2)cc1 (stereo not drawn)	-4	-1	-1.0	-3	9	0.7	1	4	0.5	-2.0
COc1ccc(C2CC(c3ccccc3)=NN2S(=O)(=O)c2ccccc2)c(OC)c1 (stereo not drawn)	nt	-20	-1.7	2	-9	0.7	20	7	4.5	3.5
COc1cccc(-c2nnc(SCC(=O)N(C(C)C)C(C)C)o2)c1	50*	-3	-3.7	0	24	-1.4	3	-1	-1.6	0.3
